FEN1 inhibitor: blocks human flap endonuclease 1; Recombinant FEN1 flap cleavage, fluorescence, 15 min; Potency, µM (titrated, usually from 114 µM), for inactives: at the top dose activity change, negative = inhibition, actives largely listed as inhibitors; actives 0.35% (n = 390,000); AID 588795; note: nearly all actives have a fitted effect of over 65% in size
Target sequence (P39748 whole entry, looked up): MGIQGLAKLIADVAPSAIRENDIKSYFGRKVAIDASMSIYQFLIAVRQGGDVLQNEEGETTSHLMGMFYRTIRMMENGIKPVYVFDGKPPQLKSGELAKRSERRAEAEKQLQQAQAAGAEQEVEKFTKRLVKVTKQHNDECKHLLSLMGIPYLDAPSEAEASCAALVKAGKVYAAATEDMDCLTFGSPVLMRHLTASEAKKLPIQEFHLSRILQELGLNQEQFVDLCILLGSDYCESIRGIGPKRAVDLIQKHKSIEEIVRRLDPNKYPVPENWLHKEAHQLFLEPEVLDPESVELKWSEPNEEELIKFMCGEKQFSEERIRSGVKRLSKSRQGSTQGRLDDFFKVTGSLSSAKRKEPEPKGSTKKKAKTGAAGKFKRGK
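FEN1 at 10 nM preincubated with compounds 15 min at room temperature, then flap DNA substrate added at 50 nM final. Signal read at 0 and 15 min; concentration-response fitted with four-parameter Hill equation.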
N370S GC mod: inhibits or activates N370S mutant glucocerebrosidase | P04062 | N370S GC spleen homogenate, 4MU-glucoside fluorescence | Potency, µM (top dose mostly 59.4 µM), inactives show at the highest dose activity change, negative = inhibition, hits mostly inhibitors | actives 0.092% (n = 330,000);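 note: 0% = full enzyme activity and -100% = no enzyme basal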
TDP1 block: TDP1 (human) enzyme inhibition. Q9NUW8. recombinant TDP1, AlphaScreen DNA substrate cleavage. Potency, µM (titrated, usually from 130 µM), inactives show at the top dose activity change, negative = inhibition, usual class: inhibitors. actives 0.28% (n = 350,000). AID 485290; note: nearly all actives have a fitted effect of over 40% in size
Target sequence (Q9NUW8 whole entry, looked up): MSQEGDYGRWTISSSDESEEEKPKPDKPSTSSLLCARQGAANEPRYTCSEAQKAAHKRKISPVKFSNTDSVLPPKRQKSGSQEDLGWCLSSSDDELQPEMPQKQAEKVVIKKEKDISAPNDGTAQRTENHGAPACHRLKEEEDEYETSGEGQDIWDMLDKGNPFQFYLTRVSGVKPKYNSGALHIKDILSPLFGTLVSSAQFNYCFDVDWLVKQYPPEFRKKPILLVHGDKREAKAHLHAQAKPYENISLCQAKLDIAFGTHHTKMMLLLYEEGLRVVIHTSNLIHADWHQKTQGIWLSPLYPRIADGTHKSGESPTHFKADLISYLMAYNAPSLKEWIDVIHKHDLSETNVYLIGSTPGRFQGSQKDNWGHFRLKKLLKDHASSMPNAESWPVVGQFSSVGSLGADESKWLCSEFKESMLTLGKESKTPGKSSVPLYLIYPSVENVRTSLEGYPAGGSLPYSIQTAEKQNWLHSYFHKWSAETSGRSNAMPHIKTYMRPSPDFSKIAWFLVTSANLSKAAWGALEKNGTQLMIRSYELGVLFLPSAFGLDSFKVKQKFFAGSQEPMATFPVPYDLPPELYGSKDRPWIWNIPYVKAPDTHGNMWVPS
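AlphaScreen read-out: signal falls as enzyme removes the 3' tyrosine-FITC from a 5'-biotinylated DNA oligo (15 nM, 5 min, RT). Enzyme was E. coli-made recombinant Tdp1 at 1 nM, exposed to compound for 15 min beforehand; beads 10 ug/ml, 10 min.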
* = called active by the depositor; ? = inconclusive; nt = no result given; & = joins results of further samples; [ ] = remark or other dose. Calls come from the whole dose curve; as a rule, active = well fitted curve in the direction sought with a large enough effect; inconclusive = small, poorly fitted or top-dose-only effect, or another doubt; inactive = no such curve, though single readings can be large; an effect the other way counts as inactive or inconclusive. Unless noted, % is set by controls: 0 for no effect and ±100 for the full control effect; potency is the fitted concentration of half-maximal effect. Compounds as they come; overall some 0.57% were active at least once.

FEN1 inhibitor | N370S GC mod | TDP1 block | Molecule
25% | nt | 10% | Cc1cc([N+](=O)[O-])ccc1NC(=O)CSc1nccn1C
14% | 4% | 3% | Cn1ncc2c(NNC(=O)c3ccccc3Cl)ncnc21
7% | -20% | 5% | Cc1onc(-c2c(Cl)cccc2Cl)c1C(=O)NCc1ccccn1
5% | -27% | -12% | C/C(=C\C(=O)c1c(O)cc(C)oc1=O)N(C)C
-6% | 3% | 2% | Cc1cc(NS(=O)(=O)c2ccc(NC(=O)CCCOc3ccc(Cl)cc3)cc2)no1
0% | nt | 3% | Cc1ccc(NC(=O)c2ccc(=O)n(CC(=O)Nc3cc(C)cc(C)c3)n2)cc1
-15% | 8% | -1% | O=C(c1ccco1)N1CCN(C(c2ccccn2)c2nnnn2C2CCCC2)CC1 (stereo not given)
-1% | 6% | 7% | CNC(=O)CSc1nnnn1CCCOC
-19% | nt | -3% | COc1ccc2c(C#CCCO)c(-c3ccc(S(C)(=O)=O)cc3)sc2c1
15% | -7% | 4% | O=C(NCCc1ccc(Cl)cc1)c1ccc2nccnc2c1
7% | nt | 0% | CCN(CC)c1cc2c(cc1F)c(=O)c(S(=O)(=O)c1ccc(OC)cc1)cn2CC
-8% | 5% | -1% | COc1ccc(CN=C2Nc3ccccc3CS2)cc1
52%[activator] | nt | -1% | Nc1nnc(SCC(=O)NNC(=O)c2ccccc2F)s1
3% | -24% | 1% | C#CCSc1n[nH]c(-c2ccco2)n1
-7% | -1% | -9% | COc1ccccc1CN(C)C(C)C(=O)Nc1cccc(C(C)=O)c1 (stereo not given)
0% | 4% | 5% | Cc1cc(=O)oc2cc(OC(C)C(=O)NCC3CCCO3)ccc12 (stereo not given)
-16% | -5%[2.35 µM] | 0% | CCOC(=O)C1=C(C)OC(N)=C(C#N)C1c1cc(OC)c2c(c1)OCO2 (stereo not given)
-2% | 1% | 2% | c1ccc(CCNc2nnnn2-c2ccccc2)cc1
1% | nt | 3% | O=C(CCc1nc(CN2CCN(S(=O)(=O)c3ccc(Br)cc3)CC2)no1)N1CCCCC1
-6% | 1% | 8% | CS(=O)(=O)c1ccc(Sc2nc3ccccc3[nH]2)c([N+](=O)[O-])c1
-1% | 4% | 6% | O=C(CSc1nc2ccc(Cl)cc2[nH]1)NCCc1ccccc1
9% | 3% | 0% | CC(=O)OCCN1C(=O)c2cccnc2C1=O
0% | 4% | 5% | CCN(C(=O)COC(=O)c1c(NC(C)=O)sc(C)c1C)C1CCS(=O)(=O)C1 (stereo not given)
3% | -6% | 1% | COC(=O)Nc1c(-c2ccccc2)nc2ccc(Cl)cn12
32µM* | -15% | 14%[56.1 µM] | CCN(CC)CCNc1ccc(CO)c2sc3ccccc3c(=O)c12
-3% | -7% | 8% | Cc1ccc(-n2c(C)cc(/C=N\NC(=O)CC(=O)NC(C)C)c2C)cc1
-7% | -12% | 5% | COc1cccc(N2CCN(S(=O)(=O)c3ccc4nc(-c5ccccc5)[nH]c4c3)CC2)c1
-2% | -3% | 3% | O=C(O)c1cc(S(=O)(=O)O)ccc1O
-12% | -15% | 7% | O=C(NC1CCCCC1)N1CCc2ccccc21
? | 7% | 7.1µM* | O=C(O)c1ccc2c(c1)C(=O)/C(=C\c1ccco1)C2=O
-11% | nt | 5% | CCOC(=O)c1c(C)oc2nc(C)nc(N3CCN(c4ccccc4)CC3)c12
-3% | nt | 1% | COc1ccc(NC(=O)N(C)C[C@@H]2Oc3c(NC(=O)Nc4c(C)noc4C)cccc3C(=O)N([C@@H](C)CO)C[C@@H]2C)cc1
14% | nt | 5% | Cn1nc(C(=O)Nc2ccc(F)c(Cl)c2)c2c1-c1ccccc1S(=O)(=O)C2
-1% | -2% | 4% | Cn1nnnc1SCCNC(=O)C1CCC(=O)N(Cc2ccccc2F)C1 (stereo not given)
nt | 16% | -3% | COC(=O)c1ccc(CSc2ccc3nnc(-c4cccnc4)n3n2)o1
12% | -8% | nt | CCCN1C(=O)c2cc(C(=O)Nc3ccccc3C)ccc2C1Nc1ccccc1C (stereo not given)
-10% | 5% | 3% | Cc1cc2ccccc2c(=O)n1CC(=O)NCC(=O)N1CCCC1
-2% | nt | -2% | C[C@H](O)Cc1cn(-c2cc3cc(C#Cc4ccsc4)ccc3oc2=O)nn1
2% | 11% | 3% | CC1COc2ccccc2N1C(=O)c1ccc(Cl)nc1 (stereo not given)
16% | nt | 9% | CCCCCn1c(=O)[nH]c2cc(C(=O)N3CCN(c4ccc(OC)cc4)CC3)ccc2c1=O
-8% | -13% | 0% | O=C(Nc1ccccc1SCC1CSc2nc3ccccc3c(=O)n21)c1cccc(Cl)c1 (stereo not given)
0% | -1% | 2% | O=C(CCC1CCCCC1)Nc1nncs1
12% | -11% | 0% | Cc1[nH]n(-c2ccccc2)c(=O)c1CCO
-4% | -1% | 3% | CN(C(=O)c1ccc(OC2CCN(Cc3ccccn3)CC2)cc1)C1CCCCC1
7% | nt | 0% | COc1cc(CC(=O)OCC(=O)N(C)C2CCCCC2)cc(OC)c1OC
12% | 0% | 2% | Cc1cnc(C)c(N2CCC(C(=O)NCc3cccs3)CC2)n1
4% | -1% | 1% | O=C(CN1C(=O)NC2(CCCC2)C1=O)N1CCN(c2cccc(C(F)(F)F)c2)CC1
-3% | 1% | 25µM* | COCCN(C(=O)COC(=O)/C=C/c1ccco1)c1c(N)n(Cc2ccccc2)c(=O)[nH]c1=O

7 compounds picked at random from those above, as already listed:
FEN1 inhibitor | N370S GC mod | TDP1 block | Molecule
-4% | -1% | 3% | CN(C(=O)c1ccc(OC2CCN(Cc3ccccn3)CC2)cc1)C1CCCCC1
12% | -11% | 0% | Cc1[nH]n(-c2ccccc2)c(=O)c1CCO
0% | -1% | 2% | O=C(CCC1CCCCC1)Nc1nncs1
7% | nt | 0% | COc1cc(CC(=O)OCC(=O)N(C)C2CCCCC2)cc(OC)c1OC
12% | 0% | 2% | Cc1cnc(C)c(N2CCC(C(=O)NCc3cccs3)CC2)n1
4% | -1% | 1% | O=C(CN1C(=O)NC2(CCCC2)C1=O)N1CCN(c2cccc(C(F)(F)F)c2)CC1
-8% | -13% | 0% | O=C(Nc1ccccc1SCC1CSc2nc3ccccc3c(=O)n21)c1cccc(Cl)c1 (stereo not given)

The main list resumes, repeating the two entries before the break.
FEN1 inhibitor | N370S GC mod | TDP1 block | Molecule
4% | -1% | 1% | O=C(CN1C(=O)NC2(CCCC2)C1=O)N1CCN(c2cccc(C(F)(F)F)c2)CC1
-3% | 1% | 25µM* | COCCN(C(=O)COC(=O)/C=C/c1ccco1)c1c(N)n(Cc2ccccc2)c(=O)[nH]c1=O
3% | -4% | 4% | O=C(CCC(=O)N(CC(=O)NC1CCCC1)Cc1cccs1)Nc1nccs1
-2% | -20% | 0% | CN1CCN(NC(=S)NC2CCCCC2)CC1
-1% | 7% | -2% | COCCN(CCOC)S(=O)(=O)c1ccc(C(=O)Nc2nnc(COC)o2)cc1
-3% | 7% | 3% | COc1ccc(Cl)cc1S(=O)(=O)n1cnc2ccccc21
0% | -1% | nt | CN(C)S(=O)(=O)N1CCN(CC(=O)Nc2ccc(F)cc2)CC1
3% | nt | 0% | CS(=O)(=O)c1ccc(C(=O)OCC(=O)Nc2cccnc2Cl)cc1[N+](=O)[O-]
-4% | ? | 12% | CC(C)CNC(=S)N(CCO)Cc1cc2cc3c(cc2[nH]c1=O)OCO3
8% | nt | -7% | CCCCOC(=O)c1ccc(NC(=O)c2ccc3c(c2)CCN3S(=O)(=O)c2ccccc2)cc1
1% | -6% | 5% | CN(C)/C=C(\c1cnc(Cl)s1)S(=O)(=O)c1ccccc1
6% | nt | 3% | CC(C)[C@H](CN1CCC[C@H]1CN1C(N)=NC[C@H]1C(C)C)N1C[C@@H](Cc2ccccc2)N(CCCC2CCCC2)C1=N
-15% | 1% | 8% | OCC(O)C(O)C(O)C(O)C1NCCS1 (stereo not given)
-8% | -4% | 9% | Cc1ccccc1NCc1ccc(O)c2ncccc12
-3% | -7% | nt | Cc1ccc(C(=O)Nc2ccc3c(c2)C(=O)N(C)C3=O)c(C)c1
-25% | nt | 3% | CCOc1ccc(OCC)c(NC(=O)C2CCCN(C(=O)c3ccc(Cl)cc3)C2)c1 (stereo not given)
0% | -9% | nt | CCOc1ccccc1N1CCN(C(=O)CCNS(=O)(=O)c2ccccc2F)CC1
-3% | 0% | -3% | Cc1ccc(S(=O)(=O)c2nc(NC3CCS(=O)(=O)C3)sc2Cl)cc1 (stereo not given)
-11% | nt | 1% | O=c1[nH]cc(CCc2ccccc2)c2ncncc12
4% | -9% | nt | O=C1CNC(=S)N1c1nc2ccccc2s1
-2% | nt | 3% | Cc1cc(C(=O)Nc2ccc(-n3c(C)nc4ccccc4c3=O)cc2)ccc1[N+](=O)[O-]
4% | 4% | ? | Cc1cc(C)n2cc(CSCc3ccco3)nc2n1
-5% | 4% | 4% | Cc1onc(-c2c(Cl)cccc2Cl)c1C(=O)NC(C)(C)CO
0% | nt | 0% | CCN(CC(=O)Nc1ccccc1C(F)(F)F)CC(=O)NC1CC1
11% | nt | 1% | O=C(c1cnn(C(=O)CN2CCCC2=O)c1)c1ccccc1O
22% | nt | -3%[56.1 µM] | Cc1cc(OCC(=O)Nc2ccccc2C)no1
-18% | -1% | 1%[56.1 µM] | O=C(Nc1ccc(F)cc1F)N1CCCCCC1
10%&8% | -12% | -1% | Cc1ccc2c(C(=O)CNc3nncs3)c(C)[nH]c2c1
12% | -4% | 4%[56.1 µM] | CCOc1cccc2cc(C(=O)N3CCOCC3)c(=O)oc12
nt | -2% | 4% | COC(=O)[C@H]1C[C@@H]1[C@H](NS(=O)(=O)c1ccc(-c2ccccc2)cc1)c1ccccc1
-6% | -6% | nt | Nc1cc(C(=O)OCC(=O)NCCNC(=O)COC(=O)c2ccc(Cl)c(N)c2)ccc1Cl
-6% | 5% | 1% | COc1ccccc1NS(=O)(=O)c1cccc(NC(=O)Cc2cccs2)c1
1% | nt | 4% | COc1ccc(-c2nn(-c3ccc(C)c(Cl)c3)c3c2cnc2cc(OC)c(OC)cc23)cc1
-14% | 3% | -7% | Clc1ccc(Oc2cnns2)cc1Cl
1% | nt | 0% | Cc1cc(C(=O)OCC(=O)NCc2ccc(F)cc2)c2ccccc2n1
0% | nt | 0% | CC(NC(=O)C1CCN(C(=O)c2ccc(F)cc2)CC1)c1ccc(S(N)(=O)=O)cc1 (stereo not given)
7% | nt | 14% | COCCCNC(=O)c1[nH]c2cc(OC)ccc2c1Sc1ccc(C)cc1
-12%&-16% | -4% | 5%&7% | O=C(NCc1ccccc1Cl)C1CCCN(S(=O)(=O)c2cccc3nsnc23)C1 (stereo not given)
9% | -7% | 3% | Cc1cc(NC(=O)Cn2c(=O)c3c(ncn3CC(C)C)n(Cc3ccccc3)c2=O)no1
20% | -10% | nt | CCc1nnc(NS(=O)(=O)c2ccc(NS(=O)(=O)c3ccccc3[N+](=O)[O-])cc2)s1
-1% | 2% | 5% | CCOC(=O)C1(C)/C(=N/Nc2ccc(S(N)(=O)=O)cc2)C(=O)C(=O)N1c1ccccc1 (stereo not given)
23% | 9% | nt | Cc1ccc(S(=O)(=O)NN)c(C)c1N1CCCC1=O
3% | -3% | 3% | CN1CCN(NC(=O)c2ccc(S(=O)(=O)N3CCCCCC3)cc2)CC1
1% | -11% | 7% | CCC(Sc1nc(=O)cc(N)n1-c1cccc(C)c1)C(=O)Nc1cc(C)on1 (stereo not given)
-7% | 27% | 3% | CCO[C@@H]1OC(C(=O)N2CCCCCCC2)=C[C@H](c2csc3ccccc23)[C@H]1CCCO
7% | -3% | 5% | Cc1nccc(-c2ccc(-n3cnc4ccccc43)cc2)n1
-9% | -13% | 5% | O=C(Oc1cccc(/C=N/Nc2nc(Nc3ccccc3)nc(N3CCOCC3)n2)c1)c1ccco1
-3% | nt | 0%[56.1 µM] | O=C(Cn1cnc2c(NCc3ccccc3)ncnc21)NCc1nc2ccccc2[nH]1
-4% | -10% | nt | NC(=O)c1ccc[n+](CC(=O)Nc2ccccc2C(=O)O)c1
-3% | -4% | -1% | COc1ccc(C(C)(C)C)cc1NC(=O)c1ccc2c(c1)SC1=NS(=O)(=O)CCN12
9% | nt | 2% | Cc1cccc(NC(=O)CCS(=O)(=O)c2cc(Br)cc3c2N(C(=O)C2CC2)CC3)c1C
10% | 0% | 7% | NS(=O)(=O)c1ccc(CNC(=O)Cc2c(F)cccc2Cl)cc1
-6% | nt | 2% | O=C(COc1ccc(Cl)cc1)OCC(=O)N1CCOCC1
7% | 2% | nt | CCOC(=O)N1CCN(Cc2nc3cc(NC(=O)CC)ccc3n2CC)CC1
-6% | 12% | 5% | COc1ccc(OC)c(NC(=O)c2ccc(CSc3ncccn3)cc2)c1
-3% | 7% | 4% | COc1cc(OC)nc(NC(=O)NS(=O)(=O)c2ccc(F)cc2)n1
nt | 6% | -5% | CC(C)c1ccc(N2CCN(C(=O)c3ccccc3NC(=O)/C=C(\C(=O)O)c3ccccc3)CC2)cc1
5% | nt | -9% | O=C(Nc1ccc2nc(SCc3ccccc3)sc2c1)c1ccccc1F
5% | -4% | 3% | O=C(NCC1(N2CCOCC2)CCCCC1)c1ccc(S(=O)(=O)Nc2ccccc2F)cc1
18% | -5% | 2% | COc1ccccc1N1CCN(CC(=O)Nc2ccc3c(c2)OCCO3)CC1

From PubChem
